# NIH3T3 tox: cytotoxic compounds in NIH 3T3 cells; NIH 3T3 viability, CellTiter-Glo ATP luminescence, 48-72 h; Potency, µM (top dose mostly 96.7 µM), inactives show at the top dose activity change, negative = cytotoxicity, actives largely listed as inhibitors; 4.3% of 94,000 active; AID 1345082; also: potency is read from the fitted curve at half-maximal effect; nearly all actives have a fitted effect of over 55% in size
#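 Viability of NIH 3T3 cells after 48 or 72 hr compound treatment at 37 °C was assessed by CellTiter-Glo, with luminescence imaged following a 10 min room-temperature step.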
# HEK cytotox: kills HEK 293 cells; HEK 293 viability, ATP luminescence (CellTiter-Glo), 48-72 h; Potency, µM (series often up to 115 µM), for the others: at the highest dose activity change, negative = cytotoxicity, usual class: inhibitors; 6.6% of 94,000 active; AID 1345083; also: potency is read from the fitted curve at half-maximal effect; nearly all actives have a fitted effect of over 60% in size
#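 qHTS cytotoxicity; HEK 293, 250 cells/well; compound pinned; 48 or 72 hr, 37 degree Celsius, 5% CO2, 95% humidity; CellTiter-Glo, 10 min RT; luminescence (ATP).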
# IP6K1 inh: inhibitors of human IP6K1 | Q92551 | IP6K1 kinase, ADP-Glo luminescence, 2 h; hits give low values | activity change, % (series mostly up to about 58 µM) | 0.81% of 140,000 active; in the data active = activity change below about -25%
# Target sequence (Q92551 whole entry, looked up): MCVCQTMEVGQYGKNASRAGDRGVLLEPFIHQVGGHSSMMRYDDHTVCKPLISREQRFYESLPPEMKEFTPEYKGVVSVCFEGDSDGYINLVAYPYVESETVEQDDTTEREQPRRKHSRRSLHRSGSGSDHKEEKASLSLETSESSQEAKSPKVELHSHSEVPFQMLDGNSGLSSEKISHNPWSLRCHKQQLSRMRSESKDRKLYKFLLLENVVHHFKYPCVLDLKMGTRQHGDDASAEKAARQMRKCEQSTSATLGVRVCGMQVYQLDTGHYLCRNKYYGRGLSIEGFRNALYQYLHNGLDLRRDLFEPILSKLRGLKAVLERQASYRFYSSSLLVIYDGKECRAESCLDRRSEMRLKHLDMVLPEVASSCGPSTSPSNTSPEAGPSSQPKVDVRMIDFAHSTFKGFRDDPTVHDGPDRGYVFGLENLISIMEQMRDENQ
#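 ADP-Glo luminescence measures ADP made by human IP6K1 during a 2 h RT reaction with ATP/IP6 (mix at 1.3 mM/130 uM); top library doses 57.5 and 19.1 uM final.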
# FLuc inh: inhibitors of firefly (Photinus pyralis) luciferase; P08659; purified P. pyralis luciferase, luminescence, biochemical; 2.5% of 76,000 active; Potency, µM (series often up to 115 µM), for inactives: at the top dose activity change, negative = inhibition, actives largely listed as inhibitors; also: potency is read from the fitted curve at half-maximal effect; nearly all actives have a fitted effect of over 65% in size
#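 Purified 10nM P. pyralis luciferase with 10uM D-luciferin and 10uM ATP in 50mM Tris acetate pH 7.5, 10mM Mg acetate, 0.01% Tween-20, 0.05% BSA. qHTS titration; luminescence read by CCD imager.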
# SNCA expr inh: SNCA gene expression inhibition; HEK-293 SNCA-luciferase knock-in, luminescence, 24 h; Potency, µM (doses to about 57.2 µM), for the others: at the highest dose activity change, negative = inhibition, actives largely listed as inhibitors; 0.17% of 140,000 active;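 also: potency is read from the fitted curve at half-maximal effect; plate controls were DMSO cells for no effect and cell-free wells for full effect; nearly all actives have a fitted effect of over 45% in size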
# GPT2 inh: GPT2 alanine aminotransferase inhibition; Q8TD30; Recombinant GPT2, coupled pyruvate oxidase/HRP Amplex Red fluorescence; Potency, µM (highest dose often 57.7 µM), inactives show at the highest dose activity change, negative = inhibition, most hits filed as inhibitors; 0.25% of 100,000 active; also: potency is read from the fitted curve at half-maximal effect; nearly all actives have a fitted effect of over 60% in size; many of its hits are not listed in these tables
# Target sequence (Q8TD30 whole entry, looked up): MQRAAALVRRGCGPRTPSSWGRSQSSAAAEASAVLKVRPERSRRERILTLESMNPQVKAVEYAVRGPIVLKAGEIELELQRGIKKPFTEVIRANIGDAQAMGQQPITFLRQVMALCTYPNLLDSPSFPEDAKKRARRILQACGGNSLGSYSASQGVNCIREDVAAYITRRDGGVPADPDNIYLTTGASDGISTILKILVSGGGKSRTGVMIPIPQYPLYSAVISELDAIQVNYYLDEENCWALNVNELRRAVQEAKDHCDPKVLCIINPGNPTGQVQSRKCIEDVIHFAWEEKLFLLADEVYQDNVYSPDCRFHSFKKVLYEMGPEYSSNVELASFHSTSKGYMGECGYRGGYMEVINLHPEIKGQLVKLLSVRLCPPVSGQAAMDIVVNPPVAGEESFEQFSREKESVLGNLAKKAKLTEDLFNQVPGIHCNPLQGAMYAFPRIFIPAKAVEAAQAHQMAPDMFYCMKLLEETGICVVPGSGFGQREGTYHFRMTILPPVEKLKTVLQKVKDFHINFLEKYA
#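 Inhibition is scored from Amplex Red fluorescence generated when pyruvate oxidase and HRP act on pyruvate released by GPT2. Reactions contain 10ng/uL enzyme, 250uM a-KG and 2mM L-alanine and run 30 min at room temperature.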
# SNCA viab count: cell viability loss counter-screen | HEK-293-SNCA-luc viability, GF-AFC fluorescence, 24 h | Potency, µM (doses to about 57.1 µM), inactives show top-dose activity change, negative = cytotoxicity, actives largely listed as cytotoxic | 0.12% of 150,000 active | AID 1671193;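 also: potency is read from the fitted curve at half-maximal effect; 0% = DMSO-treated cells and -100% = medium-only wells without cells; nearly all actives have a fitted effect of over 30% in size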
#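 HEK-293-SNCA-luc cells (1500/well) plated 24 h, then exposed 24 h to a dilution series; GF-AFC added 30 min at 37C, fluorescence 405/540 nm; normalised to medium-only and DMSO wells, Hill fit.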
# * marks the source's active call; other numbers are inactive results; i = inactive; ? = inconclusive; / = no result given; [ ] = remark or other dose. Unless noted, calls follow the shape of the dose curve; as a rule, active = well fitted curve in the direction sought with a large enough effect; inconclusive = small, poorly fitted or top-dose-only effect, or another doubt; inactive = no such curve, though single readings can be large; an effect the other way counts as inactive or inconclusive. Unless noted, % is scaled to controls: 0 for no effect and ±100 for the full control effect.
# The first 2 compounds, ahead of the listing:
# Every second line gives: NIH3T3 tox	HEK cytotox	IP6K1 inh	FLuc inh	SNCA expr inh	GPT2 inh	SNCA viab count
- CC(C)c1noc(-c2cn(C3CCN(C(=O)c4ccc(OC(F)(F)F)cc4)C3)nn2)n1 (configuration not stated)
  ?	?	4.0	0.7%	?	5.0%	4.7%
- COc1ccc2[nH]c3c(c2c1)CCN(C)C31CCNCC1
  ?	?	0.9	-0.5%	?	i	-0.2%[12.5 µM]

# Results (from the top)
# Every second line gives: NIH3T3 tox	HEK cytotox	IP6K1 inh	FLuc inh	SNCA expr inh	GPT2 inh	SNCA viab count
- CC(C)c1noc(-c2cn(C3CCN(C(=O)c4ccc(OC(F)(F)F)cc4)C3)nn2)n1 (configuration not stated)
  ?	?	4.0	0.7%	?	5.0%	4.7%
- COc1ccc2[nH]c3c(c2c1)CCN(C)C31CCNCC1
  ?	?	0.9	-0.5%	?	i	-0.2%[12.5 µM]
- Cc1cc(C)cc(S(=O)(=O)c2cn(C)c3cc(N4CCCC4)c(F)cc3c2=O)c1
  /	/	-7.7	/	12.6%	/	-4.4%
- COC[C@@H]1[C@H](C(=O)NCCC(C)C)CCC(=O)N1C
  -1.6%	-5.7%	17.5	/	-18.1%	-4.1%	-5.5%
- CC(C)C1CN(C(=O)CN2CCCCC2=O)CCCN1Cc1ccc(F)cc1 (configuration not stated)
  -11.1%	?	-7.0	3.0%	10.2%	4.9%[11.5 µM]	0.2%
- Cc1noc2ncnc(N3CCN(c4cccc(C(F)(F)F)c4)CC3)c12
  /	/	-4.9	/	8.7%	/	-6.2%
- Cc1ccc(N2CCC(NC(=O)c3ccc(C#N)cc3)C2=O)cc1 (configuration not stated)
  1.4%	-2.0%	-8.5	3.4%	0.3%	i	-0.8%
- O=C(N[C@H]1C[C@@H](CO)N(Cc2ccsc2)C1)c1cccnc1
  -5.9%	-14.0%	-1.4	-6.3%	-0.5%	i	2.3%
- Cc1ccc([S+](=O)([O-])N2CCCCC23Cc2ccccc2NC3=O)cc1 (configuration not stated)
  ?	?	15.2	-3.9%	-24.7%	-10.9%	-16.3%
- OC[C@@H]1CN(CC2CC2)C[C@H]1c1nc(-c2ccncc2)no1
  -11.1%	-2.6%	1.2	35.5µM*	71.2%[activator]	i	-4.3%
- CCc1nc2c(c(-c3ccc(Cl)cc3)n1)CCN(C(=O)c1ccc(C)cc1)CC2
  ?	?	9.8	-2.3%	-12.3%	?	-0.3%
- O=C(O)c1ccc(CSc2nc3cccnc3n2Cc2cccc(F)c2)cc1
  /	/	17.6	/	-3.0%	/	-2.4%
- COCCn1ncc(N2CCC(NC(=O)C3CCCCC3)CC2)cc1=O
  -17.7%	1.4%	17.4	-7.1%	-23.4%	i	1.9%
- O=C(Cc1ccccc1)Nc1ccc([C@@H](O)[C@H]2COCC(=O)N2Cc2ccccc2F)cc1
  -29.9%	?	20.6	3.0%	-3.6%	-12.6%	-1.8%
- CCc1ccccc1S(=O)(=O)N1C[C@H](F)C[C@@H]1C(=O)N1CCOCC1
  i	-1.4%	-1.2	0.8%	0.0%	i	1.5%
- Fc1cccc(-c2[nH]ncc2CN2CCN(c3cccnc3)CC2)c1
  3.2%	2.2%	15.4	-2.7%	46.2%[activator]	-16.5%	-3.1%
- CNC(=O)C(C)(C)N1CCC[C@H]1C(=O)N1CCCCCC1
  2.7%[174 µM]	i	-4.5	11.2%[172 µM]	4.8%[87.6 µM]	0.4%[88.5 µM]	4.3%[87.6 µM]
- Cc1ccccc1C(=O)N1CCC[C@@H]1C(=O)N1CCC(N2CCOC2=O)CC1
  i	i	-13.3	/	7.7%	i	2.7%
- Cc1cnc(C2CC2)n1C1CCN(Cc2cn(C)c3ccccc23)C1 (configuration not stated)
  ?	?	9.1	/	-24.2%	i	-7.1%
- O=C(NC1CCN(c2ccc3nnc(C4CC4)n3n2)C1)N1CCOCC1 (configuration not stated)
  -10.2%	-5.1%	26.8	/	/	/	/
- CCOc1ccccc1-n1cc2c(c1-c1ccc(OC)cc1)c(=O)n(C)c(=O)n2C
  /	/	12.7	/	10.2%	/	-14.8%
- O=C(CCC1CCCC1)NC1CCc2nn(CC3CC3)c(=O)n2CC1 (configuration not stated)
  -20.3%	-26.0%	-6.8	-3.0%	-12.1%	i	-0.6%
- Cc1cc2oc(C(=O)Nc3ccc(S(=O)(=O)N(C)c4ccccc4)cc3)cc(=O)c2cc1C
  /	/	3.3	/	-2.2%	/	3.9%
- COc1cccc(C(=O)c2cn(CC(=O)Nc3ccc4c(c3)OCCO4)c3nc(C)ccc3c2=O)c1
  /	/	0.2	/	-22.7%	/	?
- COc1cc(OC)cc(OCc2nc3c(n2Cc2ccccc2)C(=O)N(Cc2ccccc2C#N)CCN3)c1
  -41.5%	?	-8.8	-8.7%	-29.7%	-28.7%	-17.1%
- COc1cccc(C(=O)NCC2(COc3ccc(C(F)(F)F)cn3)C[C@@H](O)[C@@H](O)C2)c1 (some centres not stated)
  -16.6%	-29.9%	16.5	-5.0%	-11.7%	1.6%	9.0%
- Cc1ccc(CN(C(=O)c2ccc([N+](=O)[O-])cc2)c2ccccn2)cc1
  /	/	12.9	/	-7.7%	/	0.5%
- CCc1ccccc1NC(=O)Cn1nnc(-c2nc(-c3ccc(C)cc3)no2)c1N
  /	/	-7.3	/	-1.1%	/	3.7%
- Cc1cc(C)cc(NC(=O)CSc2nc(-c3ccccc3)c3cc(F)ccc3n2)c1
  /	/	-23.9	/	-17.3%	/	5.8%
- COc1cc2c(=O)n(CCC(=O)NCC3CCCO3)c(=O)n(CC(=O)Nc3ccc(C)c(C)c3)c2cc1OC (configuration not stated)
  /	/	3.2	/	1.3%	/	-20.2%
- CCc1ccc(NC(=O)CSc2nc3ccccc3nc2Cc2ccccc2OC)cc1
  /	/	5.4	/	33.2%[activator]	/	12.8%
- CCOCC(=O)NC1CCN(c2cnn(Cc3ccccc3)c(=O)c2)CC1
  2.4%	3.8%	22.6	-2.1%	-20.2%	i	-0.3%
- O=C(NC1CCCCC1)c1ccc2nnc(-c3cccnc3)n2c1
  -20.3%[138 µM]	-6.8%[172 µM]	24.5	/	-5.9%[87.6 µM]	-12.7%[88.5 µM]	-2.8%[87.6 µM]
- COc1ccc(CNC(=O)CCc2conc2-c2ccc(C)cc2)cc1
  ?	-9.7%	9.4	-17.2%	-8.7%	-21.6%	-2.1%
- CC1=C[C@@H](CNC(=O)CCCC(=O)O)[C@H](C(C)C)C[C@H]1Cc1nc2c(C)cccc2[nH]1
  -26.8%[174 µM]	-17.4%[172 µM]	-1.2	7.4%[172 µM]	-4.5%[87.6 µM]	i	-8.2%[87.6 µM]
- O=C(COc1ccc(F)cc1)N1CCN(c2cc(C(F)(F)F)ncn2)CC1
  ?	?	-8.2	-3.0%	?	i	9.9%
- Cc1ccc(-c2cc(N3CCC(CNC(=O)c4ccc(=O)[nH]c4)CC3)n[nH]2)cc1
  -26.7%	8.5%	0.1	?	47.2%[activator]	-20.0%	3.5%
- NCC1CCCN(Cc2ccc(-c3nc(CCn4cccn4)cc(=O)[nH]3)cc2)C1 (configuration not stated)
  i	0.4%	9.0	-14.3%	12.3%	-15.1%	3.8%
- C=C1C[C@]23C[C@H]1CC[C@H]2[C@@]12CC[C@H](O)[C@@](C)(C(=O)O1)[C@H]2[C@@H]3C(=O)O
  /	/	14.5	/	/	?	-11.0%
- CCN1CCCC1CNC(=O)CC[C@H]1NC(=O)c2ccccc2NC1=O (some centres not stated)
  0.7%	21.2%	-0.9	1.4%	-1.5%	i	1.3%
- COc1ccc(N(C(=O)c2ccccc2)S(=O)(=O)c2ccc3c(c2)n(C)c(=O)n3C)cc1
  /	/	4.4	/	3.2%	/	-5.6%
- Cc1ccc(OCc2nc(C3CCCCN3)no2)cc1 (configuration not stated)
  -10.8%	?	-6.6	1.1%	80.9%[activator]	i	-5.7%
- COC(=O)[C@@H]1Cc2ncn(Cc3ccc(Cl)cc3)c2CN1C(=O)COc1ccccc1
  ?	i	2.8	7.3%	-4.4%	0.8%	-4.2%
- COc1ccc(-c2noc(-c3cccn3CC(=O)NCCC3=CCCCC3)n2)cc1F
  -6.2%	-0.6%	-9.0	9.4%	-4.0%	4.2%	2.8%
- COc1cc(OCc2ccccc2)ccc1CN1C[C@@H]2CCN[C@@H]2C1
  ?	?	9.3	-27.1%	48.3%[activator]	i	3.8%
- O=C(NCCc1noc(C2CC2)n1)c1ccc(OC(F)(F)F)cc1
  -6.6%	-24.8%	17.0	-2.4%	-17.5%	-1.4%	2.7%
- Cc1noc([C@H]2CCN(S(=O)(=O)c3cn(C)cn3)C[C@H]2NC(=O)C2CC2)n1
  1.5%	-4.5%	17.9	-9.4%	21.4%	i	13.7%
- COc1ccccc1-c1ccc(C(=O)N2CCC(C(=O)NCc3cccs3)CC2)cc1
  ?	?	0.5	/	4.5%	i	-10.9%[12.5 µM]

# One compound at a time (already shown). Values in the order: NIH3T3 tox | HEK cytotox | IP6K1 inh | FLuc inh | SNCA expr inh | GPT2 inh | SNCA viab count
# COc1ccc(-c2noc(-c3cccn3CC(=O)NCCC3=CCCCC3)n2)cc1F across the screens: -6.2% | -0.6% | -9.0 | 9.4% | -4.0% | 4.2% | 2.8%
# NCC1CCCN(Cc2ccc(-c3nc(CCn4cccn4)cc(=O)[nH]3)cc2)C1 (configuration not stated) across the screens: i | 0.4% | 9.0 | -14.3% | 12.3% | -15.1% | 3.8%
# CCc1ccc(NC(=O)CSc2nc3ccccc3nc2Cc2ccccc2OC)cc1 across the screens: / | / | 5.4 | / | 33.2%[activator] | / | 12.8%
# Cc1ccc(-c2cc(N3CCC(CNC(=O)c4ccc(=O)[nH]c4)CC3)n[nH]2)cc1 across the screens: -26.7% | 8.5% | 0.1 | ? | 47.2%[activator] | -20.0% | 3.5%

# Screening results deposited in PubChem BioAssay by National Center for Advancing Translational Sciences (NCATS).
